mcGAS RapidFire – mouse cGAS inhibition by mass spec; Q8C6L5; recombinant mouse cGAS, cGAMP by RapidFire MS; inhibition, % at 12.5 µM; 130,000 tested, 0.18% active; AID 1259397;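 active = inhibition of cGAS enzyme activity at or above 60%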;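 note: enzyme stimulated by 45 bp dsDNA with ATP and GTP substrates; cGAMP share of summed cGAMP plus half ATP and half GTP signals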
Target sequence (Q8C6L5 whole entry, looked up): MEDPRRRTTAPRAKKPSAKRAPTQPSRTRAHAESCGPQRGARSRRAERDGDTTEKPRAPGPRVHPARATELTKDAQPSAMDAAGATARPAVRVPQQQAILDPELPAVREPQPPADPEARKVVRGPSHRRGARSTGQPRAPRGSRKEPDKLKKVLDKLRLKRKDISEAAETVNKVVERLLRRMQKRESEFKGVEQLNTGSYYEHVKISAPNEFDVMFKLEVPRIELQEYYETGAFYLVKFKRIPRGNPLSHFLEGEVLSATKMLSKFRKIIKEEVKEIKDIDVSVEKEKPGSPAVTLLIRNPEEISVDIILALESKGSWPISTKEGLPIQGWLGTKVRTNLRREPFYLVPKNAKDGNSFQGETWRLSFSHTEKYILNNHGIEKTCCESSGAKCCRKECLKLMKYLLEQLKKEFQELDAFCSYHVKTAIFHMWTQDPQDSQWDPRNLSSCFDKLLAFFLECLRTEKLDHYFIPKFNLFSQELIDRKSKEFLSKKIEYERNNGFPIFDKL
Numbers without * were called inactive. An excerpt; rates above refer to the full screens.

No. | SMILES | mcGAS RapidFire
1 | CSC1(CNC(=O)N2CCCC2c2cccs2)CCOCC1 (centres undefined) | 14
2 | O=C(c1ccccc1C1CCNC1)N1CCC(O)(Cn2ccnc2)CC1 (centres undefined) | -5
3 | CC(NC(=O)C1CC(=O)Nc2cc(F)ccc21)c1ccc(F)cc1 (centres undefined) | -3
4 | CCc1ccc(C(C)NC(=O)CN2CCN(c3nccs3)CC2)cc1 (centres undefined) | -10
5 | O=C(c1ccc(CC2CCCNC2)cc1)N1CCC(Nc2ccccn2)CC1 (centres undefined) | -5
6 | CCCC/C(C)=N\n1c(-c2ccco2)csc1=NC | -2
7 | CCN(C)C(=O)c1csc(N2CCN(CCOC)C2=O)n1 | -5
8 | CCc1nn(-c2ccccc2)c(NC(=O)c2cccc(=O)[nH]2)c1C | -9
9 | COc1cc(NC(=O)C2(c3ccccc3)CC2)c(OC)cc1Cl | -16
10 | O=C(C1CCN(S(=O)(=O)c2cccs2)CC1)N1CCN(c2ccccc2Cl)CC1 | -1
11 | CCn1cc(S(=O)(=O)Nc2sc(C(=O)OC)cc2Br)cn1 | -3
12 | CNC(=O)C1CCN(C(=O)C2CC2C)CC1 (centres undefined) | 1
13 | Cc1ccc(-n2ncc3c(C)nn(CC(=O)NCCc4ccccc4)c(=O)c32)c(C)c1 | -7
14 | CCCNC(=O)c1cnn(-c2cc(C)cc(C)c2)c1-n1cccc1 | -3
15 | CC1CN(Cc2ccccc2)CCC1NC(=O)C1CC2CCC1O2 (centres undefined) | -7
16 | CN(CCNC(=O)c1cccnc1)S(C)(=O)=O | -5
17 | O=C(O)c1csc(S(=O)(=O)N2CCCc3cc(Cl)ccc32)c1 | -6
18 | CCN1C(=O)CN(CN(Cc2cccc(F)c2)C2CC2)C1=O | -3
19 | CCOc1ccc2nc(NC(=O)Cn3nc(C(=O)N4CCOCC4)cc3C)sc2c1 | -2
20 | CC(C)C1CN(CC(=O)Nc2cnn(C)c2)CCCN1Cc1ccc(F)cc1 (centres undefined) | -7

4 entries from above in another layout:
[18] CCN1C(=O)CN(CN(Cc2cccc(F)c2)C2CC2)C1=O
  mcGAS RapidFire = -3

[15] CC1CN(Cc2ccccc2)CCC1NC(=O)C1CC2CCC1O2 (centres undefined)
  mcGAS RapidFire = -7

[11] CCn1cc(S(=O)(=O)Nc2sc(C(=O)OC)cc2Br)cn1
  mcGAS RapidFire = -3

[12] CNC(=O)C1CCN(C(=O)C2CC2C)CC1 (centres undefined)
  mcGAS RapidFire = 1

Later entries:
No. | SMILES | mcGAS RapidFire
21 | COc1cc(OC)c(OC)cc1CN1CCC(CCC(=O)NCC2CCCO2)CC1 (centres undefined) | -7
22 | Cc1nn(-c2ccc(C(F)(F)F)cc2)c(C)c1C(=O)N[C@@]1(c2ccccc2)CCCC[C@H]1O | 4
23 | Cc1nc2ccc(C(=O)c3cc(Cl)ccc3O)cn2c(=O)c1CCC(=O)O | -28
24 | O=c1c2cccc3cccc(c32)c2nc3ccc4ccccc4c3n12 | -12
25 | Cc1ccc(CNC(=O)C2CCCN(C3CCN(C(=O)C4CC4)CC3)C2)s1 (centres undefined) | -4
26 | COc1ccc(-c2n[nH]c(=O)c3ccccc23)cc1Cl | -5
27 | CCSc1ncc(CN2CCN(c3cccc(C(C)C)n3)CC2)cn1 | -6
28 | CC(NC(=O)c1ccc(Cl)cc1)C(=O)N(C)C(C)c1ccccn1 (centres undefined) | 0
29 | O=C(CCCn1cc([N+](=O)[O-])cn1)n1cccn1 | 10
30 | CN1C(=CP(=O)(C2CCCCC2)N2CCOCC2)C(C)(C)c2ccccc21 (centres undefined) | 42
31 | COc1cccc(C(=O)Nc2c(C)nc3ccccn3c2=O)c1OC | 11
32 | Cc1sc2[nH]c(=S)n(C(C)C)c(=O)c2c1C | -2
33 | c1ccc(-c2nc3c(cnn3Cc3cccs3)[nH]2)cc1 | -16
34 | CCOc1cccc(/C=C2/SC(=Nc3ccccc3OC)C(C(=O)OC)=C2O)c1O | 0
35 | Cc1cc(C)nc(CCNc2nccc(CCC(F)(F)F)n2)n1 | -15
36 | N#CCSc1ccc(S(=O)(=O)N2CCOCC2)cn1 | 1
37 | COc1ccc(NC2CCCN(Cc3noc(C4CC4)n3)C2)cc1OC (centres undefined) | 26
38 | CCCOc1ccc(S(=O)(=O)N2CCN(c3ccccc3C)CC2)cc1C | 5
39 | CC(=O)c1cc(CCC(=O)Nc2nc(CC(N)=O)cs2)oc1C | 5
40 | c1ccn2c(CNC3CC4CC3C3CCCC43)nnc2c1 (centres undefined) | -6
41 | C=CCC(=O)N1CCCC(CCc2ccccc2)C1 (centres undefined) | 3
42 | C=C1C[C@]23C[C@@]1(O)CC[C@H]2[C@@]12C=C[C@H](O)[C@@](C)(C(=O)O1)[C@H]2[C@@H]3C(=O)O | -7
43 | c1ccc2c(c1)OCC(Cn1ccnc1-c1cnc[nH]1)O2 (centres undefined) | -9
44 | CC(=O)Oc1c(C)ncc2c1COC(C)(C)OC2 | -20
45 | NCc1ccc(N2CCN(c3ncccn3)CC2)c(F)c1 | 1
46 | CC(=O)Oc1ccc(Cn2c(C)c(C(=O)NCc3ccc4c(c3)OCCO4)sc2=O)cc1 | -4
47 | CC(C)OC(=O)CSc1ccc(S(=O)(=O)C(F)(F)F)cc1[N+](=O)[O-] | -5
48 | CC(OC(=O)Cc1ccc(F)c(F)c1)c1ccccn1 (centres undefined) | -10
49 | CCCN(CC(C)(C)O)c1ncnc2ccc(Br)cc12 | 17
50 | CC(C)NC1CCCN(c2nc(CN3CCOCC3)nc3sc4c(c23)CCCC4)C1 (centres undefined) | 8
51 | COc1ccc(CC(C)(N)C(=O)O)cc1OC (centres undefined) | 4
52 | O=S(=O)(Nc1ccccc1)c1ccc2cccc3c2c1CC3 | 2
53 | Cc1[nH]c2c(C(=O)NCC3(O)CCCNCC3)cccc2c1C (centres undefined) | -1
54 | CCc1cc2c(SCC(=O)N3CCNC3=O)ncnc2s1 | 0
55 | Cc1cncc(C(=O)N(CCN(C)C)Cc2cccs2)c1 | -4
56 | Cc1ccc2nc(C)c(NC(=O)c3ccccc3C)c(=O)n2c1 | 16
57 | O=C(Nc1cccc(OCc2ccccn2)c1)C1CCc2cn[nH]c2C1 (centres undefined) | -4
58 | CC(=O)Cn1c(=O)c2c(nc3n(-c4ccccc4F)c(C)c(C)n23)n(C)c1=O | -6
59 | COc1ccc(C(=O)COC(=O)c2cc3cccc(OC)c3oc2=O)cc1 | -11
60 | CC(C(=O)N(C)CCC#N)N1CCC(CN2CCCCC2=O)CC1 (centres undefined) | -3
61 | O=C(O)C1CN(S(=O)(=O)N2CCc3ccccc3C2)CCN1 (centres undefined) | 10
62 | O=C(CN1CCN(c2ccccc2F)C1=O)Nc1ccc(F)c(C(F)(F)F)c1 | -7
63 | CCOC(=O)C1(O)CSc2nc3sc4c(c3c(=O)n21)CCCC4 (centres undefined) | 1
64 | CC1(C)Cc2nc3[nH]c(=S)n(-c4ccccc4)c(=O)c3cc2CO1 | -14
65 | C#CCSc1nc(C)c2cc(C)c(C)cc2n1 | -12
66 | COc1cccc(C(C)(O)c2nc(-c3cncnc3)cs2)c1 (centres undefined) | 8
67 | Cc1c(Br)c(C(F)(F)F)nn1CC(=O)Nc1ccc(OC(F)(F)F)cc1 | -4
68 | O=C(C(=Cc1cccs1)c1cccs1)N1CCCCCC1 | -15
69 | CCSc1nc2ccccc2n1Cc1ccccc1F | -6
70 | CCN1CCCC1CNC(=O)C1CC1c1ccc(F)cc1 (centres undefined) | -4

The closing 2 entries of the part before lead into the next:
No. | SMILES | mcGAS RapidFire
69 | CCSc1nc2ccccc2n1Cc1ccccc1F | -6
70 | CCN1CCCC1CNC(=O)C1CC1c1ccc(F)cc1 (centres undefined) | -4
71 | CCCc1ccc(-c2nccn2CC2CCCOC2)o1 (centres undefined) | -5
72 | CCCCCCn1c(SCc2ccccc2)nc2c1c(=O)[nH]c(=O)n2C | -7
73 | Cc1cccc(N2CCN(C(=O)c3ccc(Cn4c(=O)[nH]c5ccsc5c4=O)cc3)CC2C)c1 (centres undefined) | -2
74 | Cc1cc(Br)ccc1C(=O)NCC1CCCC1O (centres undefined) | -4
75 | COc1ccccc1Cn1c(C)c(C(=O)NCc2ccccc2C(F)(F)F)sc1=O | -5
76 | N#CC(N)c1ccc(F)cc1 (centres undefined) | -1
77 | CCOC(=O)NC(CC(C)C)Cn1c(=O)[nH]c2ccccc2c1=O (centres undefined) | -3
78 | Cc1cc(C)n(C(=O)C2CC=CCC2C(=O)O)n1 (centres undefined) | -1
79 | CCCCc1nc(Cl)c(CN2CCN(Cc3ncccc3C)CC2)[nH]1 | -38
80 | CN1CCCN(CCOc2ccc(S(N)(=O)=O)cc2)c2cc(Cl)ccc21 | 19

Sorted by molecular weight (ascending): some entries from above.
No. | SMILES | mcGAS RapidFire
74 | Cc1cc(Br)ccc1C(=O)NCC1CCCC1O (centres undefined) | -4
72 | CCCCCCn1c(SCc2ccccc2)nc2c1c(=O)[nH]c(=O)n2C | -7
80 | CN1CCCN(CCOc2ccc(S(N)(=O)=O)cc2)c2cc(Cl)ccc21 | 19

(further entries)
No. | SMILES | mcGAS RapidFire
81 | CCCSc1nc(C)c(I)c(=O)[nH]1 | -17
82 | CCCCN(C(=O)CC(C)C)c1c(N)n(CCC)c(=O)[nH]c1=O | -10
83 | COc1cccc(-n2nnc3c(=O)n(CC(=O)N4CCCc5ccccc54)cnc32)c1 | 5
84 | c1ccc2sc(C3CCCN(Cc4cc5n(n4)CCCNC5)C3)nc2c1 (centres undefined) | -4
85 | COc1ccc2c(=O)c3c(=O)n(-c4ccccc4)c(C)nc3oc2c1 | -9
86 | CN(C1CCCCC1)S(=O)(=O)c1cc(Br)ccc1Br | -6
87 | Cc1ccc(-c2cc(C(=O)O)n(-c3ccc([N+](=O)[O-])cc3)n2)cc1C | 3
88 | COc1ccc(OC2CCN(C(=O)CC(C)(O)C(F)(F)F)CC2)cc1 (centres undefined) | -2
89 | Cc1nn(S(=O)(=O)c2cccs2)c(C)c1Sc1ccc(Cl)cc1 | -2
90 | CN(Cc1ccco1)C(=O)/C=C/c1ccc(N2CCCCCC2)cc1 | -5
91 | CC(N)CN(C)c1ccccc1 (centres undefined) | 0
92 | Cc1cc(NCc2c(F)cccc2Cl)ccc1N1CCCC1=O | -4
93 | Cc1cc(=O)c(C(=O)Nc2ccc(Cl)cn2)nn1-c1ccccc1F | -9
94 | CC(C)Cn1cncc1CN1CC(C(=O)O)CC1=O (centres undefined) | -15
95 | C/C(=N/OC(=O)c1ccc(OC(C)C)cc1)c1ccc(C)c(C)c1 | -2
96 | CC(C)C(NC(=O)Cc1csc(NS(C)(=O)=O)n1)c1ccc(Cl)cc1 (centres undefined) | -2
97 | O=C(c1cccc(Cl)c1)C1CCCN(S(=O)(=O)c2ccsc2)C1 (centres undefined) | -6
98 | COc1cc(CNCC(C)C)c(Br)cc1OCC(=O)NCc1ccccc1 | 4
99 | O=C(Nc1cccc(C(F)(F)F)c1)C1CC=CCC1C(=O)N1CCN(c2ccccn2)CC1 (centres undefined) | -1
100 | Cc1ccc2oc(=O)n(CCC(=O)N3CCN4CCNC(=O)C4C3)c2c1 (centres undefined) | -11
101 | CC1=C(C(C)C2NCC(C)CC2O)CCC2C3=C(C(=O)C12)C1(C)CCC(O)CC1=CC3 (centres undefined) | -6
102 | COc1ccc(COC(=O)C2=C(C)NC(=O)NC2c2ccc(OC)cc2)cc1 (centres undefined) | -11
103 | O=C(CSc1ccccc1)NC1CC(=O)N(CCc2ccccc2)C1 (centres undefined) | -7
104 | CC(=O)c1ccc2c(c1)N(Cc1ccccc1)C(=O)C(C)S2 (centres undefined) | 13
105 | CC(C)C(c1nnnn1C1CCCCC1)N1CCCCC1 (centres undefined) | -11
106 | COc1cccc2c1OCC(C(=O)N(C)Cc1ccno1)C2 (centres undefined) | -29
107 | OC(CNc1ncccn1)c1ccccc1 (centres undefined) | 1
108 | Cc1c(C)n2c3c(=O)n(CC(C)C)c(=O)n(C)c3nc2n1C | -5
109 | O=C(O)c1cccc([N+](=O)[O-])c1C(=O)NC1=NCCS1 | 5
110 | CCN(CC)CCOc1cc(NC(=O)C2=NN(C)C(=O)CC2)ccc1OC | -11
111 | CC(C)Cc1cn([C@@H]2CN[C@H](C(=O)O)C2)nn1 | 0
112 | CCOc1ccnc(N(C)Cc2cc(C)[nH]n2)n1 | -15
113 | CC(Oc1ccccc1Cl)C(=O)N1CCOC(COCc2ccccc2F)C1 (centres undefined) | -2
114 | CCCC(C)(C)C(=O)N1CCC1(C)C(=O)Nc1ccc(C)cc1 (centres undefined) | 6
115 | COC(=O)c1cc(Cc2ccc(N)c(C(=O)OC)c2)ccc1N | -6
116 | Cc1ccsc1[C@@H]1CCN(Cc2cnc(-c3ccco3)nc2)C[C@H]1O | -5
117 | NC1=NC(=O)SC1=Cc1ccc(Cl)cc1 | -6
118 | CC(C)(C)OC(=O)NCC1CCN(c2ccccn2)CC1 | -3
119 | COc1ccc2cc(C(=O)C3CCCN(Cc4cccc(C)n4)C3)ccc2c1 (centres undefined) | -1
120 | CN(C(=O)Nc1ccc(C(N)=O)c(F)c1)C1CCc2ccccc2C1 (centres undefined) | -8
121 | COc1ccc(-c2ccccc2)cc1NCC1CC2C=CC1C2 (centres undefined) | 0
122 | CCc1nc(-c2nccn2CCc2cccc(OC)c2)c(C)[nH]1 | -16
123 | Nc1nonc1-c1noc(-c2c(F)cccc2F)n1 | 4
124 | CC(C(=O)c1ccc(-c2ccccc2)cc1)[n+]1cccc(C(N)=O)c1 (centres undefined) | -4
125 | CCc1c(C(=O)NC(C)CC#N)cnn1-c1ccccc1 (centres undefined) | -2
126 | CC(C)c1ccc(C(O)Cn2nc(N3CCCC3)sc2=S)cc1 (centres undefined) | -5
127 | CCCC12CN(C(=O)CC)CC(CCC)(CN(C(=O)CC)C1)C2=O | -18
128 | CCOC(=O)N1CCC(N2CCC(n3nccc3NC(=O)C3CCCC3)CC2)CC1 | -6
129 | Cc1nn(C)c2c1C(c1cccc(OCCCn3ccnc3)c1)CC(=O)N2 (centres undefined) | -2
130 | CC1(N=Cc2ccncc2)CCS(=O)(=O)C1 (centres undefined) | 0
131 | CN1C(=O)C2(CCC2)ON=C1c1ccccc1 | -5
132 | CC(C)NC(=O)c1ccc2c(c1)C(=O)c1ccccc1-2 | -10
133 | COc1cc(S(=O)(=O)N2CCCCC2)c(OC)cc1Br | -6

Screening data from PubChem BioAssay.
